a7 integrin act: activates integrin-mediated alleviation for muscular dystrophy | alpha7betagal myoblasts, beta-gal FDG fluorescence, 48 h | Potency, µM (doses to about 38.3 µM), inactives show top-dose activation, most hits filed as activators | actives 0.064% (n = 350,000);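 also: potency is read from the fitted curve at half-maximal effect; 100% = response of the positive control SU9516; nearly all actives have a fitted effect of over 60% in size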
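Alpha7betagal+/- myoblasts (passage 13) were plated 16-24 hr, then exposed to compounds (1:260 dilution of DMSO stock) for 48 hours at 37C. After MPER lysis, β-galactosidase reporter activity was read as FDG fluorescence (ex 480/em 540) after 30 minutes.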
KCNH2 3.1 inh: blocks the human KCNH2 3.1 channel isoform | U2OS KCNH2 3.1, thallium flux FluxOr; hits give low values | activity change, % (tested at about 1.8 µM) | actives 0.95% (n = 340,000) | AID 720553;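 active = maximum activity change below -70%; inconclusive = maximum activity change from -70% to -50%; inactive = maximum activity change above -50%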;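 also: thallium influx rate constant from kinetic fluorescence after stimulation buffer; % is scaled to controls: 0 for no effect and ±100 for the full control effect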
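Normalized rate constant (relative to positive and negative DMSO controls) derived from a 2 min kinetic fluorescence read after stimulation; U2OS cells expressing the 3.1 isoform via virus at 1.77 x 10^8 /mL.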
A-T KAP1 phos: potential ataxia-telangiectasia treatment; […] A-T fibroblasts, KAP-1 phosphorylation AlphaLISA; neocarzinostatin DNA damage 30 min before lysis; Potency, µM (series often up to 57.5 µM), inactives show at the top dose activation, most hits filed as activators; actives 0.19% (n = 320,000); AID 485349; also: potency is read from the fitted curve at half-maximal effect; % of control where 0% means no effect; nearly all actives have a fitted effect of over 45% in size
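ATM-like activity read as KAP-1 phosphorylation via AlphaLISA donor/acceptor antibody pairs after lysis and 6 hr at 25C. Cells were ATM-null patient fibroblasts ([…], hTERT), dosed 60 min, then exposed to the DSB inducer NCS for 30 min.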
S-ASM inh: blocks human secretory acid sphingomyelinase; P17405; placental ASM, HMU-PC fluorogenic substrate, 60 min; Potency, µM (series often up to 57.5 µM), without a hit: at the top dose activity change, negative = inhibition, hits mostly inhibitors; actives 0.006% (n = 340,000); AID 504937; also: potency is read from the fitted curve at half-maximal effect
Target sequence (P17405 47-631 limits assumed): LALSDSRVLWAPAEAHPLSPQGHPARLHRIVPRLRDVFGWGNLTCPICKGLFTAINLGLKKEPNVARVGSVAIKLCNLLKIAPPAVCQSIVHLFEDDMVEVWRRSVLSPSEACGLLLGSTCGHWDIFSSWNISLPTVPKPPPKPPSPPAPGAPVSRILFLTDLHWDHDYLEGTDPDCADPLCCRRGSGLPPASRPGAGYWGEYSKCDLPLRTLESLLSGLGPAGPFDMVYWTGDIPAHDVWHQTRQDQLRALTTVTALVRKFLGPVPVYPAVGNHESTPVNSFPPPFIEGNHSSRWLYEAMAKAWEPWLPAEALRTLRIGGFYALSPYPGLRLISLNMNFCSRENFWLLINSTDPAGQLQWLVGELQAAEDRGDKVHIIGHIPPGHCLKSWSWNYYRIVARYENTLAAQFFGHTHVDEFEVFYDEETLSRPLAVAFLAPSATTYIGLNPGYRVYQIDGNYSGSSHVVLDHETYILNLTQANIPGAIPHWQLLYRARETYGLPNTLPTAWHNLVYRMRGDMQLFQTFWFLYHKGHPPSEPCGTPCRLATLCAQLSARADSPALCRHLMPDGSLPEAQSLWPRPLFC
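Fluorogenic HMU-PC substrate (9 uM final) is turned over by placental ASM in 60 min at 37 C after a 10 min compound preincubation. Reaction ended by alkaline stop (pH 10), with fluorescence read at 386/447 nm.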
FBPA coupling cs: coupling enzyme interference in Giardia aldolase counter-screen; coupling enzyme system counterscreen, AmpLite Red fluorescence; activity change, negative = inhibition, % at 58.2 µM, hits read low; actives 0.67% (n = 290,000); AID 2472; in the data active = activity change below about -30%; also: % is scaled to controls: 0 for no effect and ±100 for the full control effect
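Coupling enzymes only (glyceraldehyde-3-phosphate) + compound, at 57.5 uM final, 10 min RT; add substrate/coupling/AmpLite Red mix, 20 min RT; fluorescence ex 525/em 598 nm. Actives flag coupling-system interference.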
hERG WT inh: inhibitors of human wildtype KCNH2 potassium channel; U2OS, BacMam KCNH2, thallium flux FluxOr; hits give low values; activity change, % at 1.84 µM; AID 720551; actives 0.37% (n = 340,000); Q12809;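 active = maximum activity change below -70%; inconclusive = maximum activity change between -70% and -50%; inactive = maximum activity change above -50%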; also: % is scaled to controls: 0 for no effect and ±100 for the full control effect
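U2OS cells transduced with wild-type KCNH2 virus are loaded with FluxOr dye for 45 min, and thallium flux is measured in kinetic reads before and after stimulation buffer. Rate constants are normalized to DMSO controls.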
TRPV1 agonist: activates the human vanilloid receptor TRPV1; Q8NER1; actives 0.19% (n = 320,000); activation, % at 8.33 µM; AID 540275; TRPV1-expressing cells, Fluo-8 calcium influx, agonist mode; in the data active = activation above about 80%; inconclusive = between about 30% and that limit; also: 0% is about no effect
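TRPV1-expressing cells were cultured overnight at 35.5C and loaded with Fluo-8 calcium dye for 40 to 90 min at room temperature. After a 10 s baseline, compound was added and calcium influx was read kinetically for 3 min (ex 480/em 520 nm).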
MLL CXXC-DNA inh: blocks binding of human MLL CXXC domain to DNA | MLL-CXXC / FITC-HOXA9 DNA fluorescence polarization | Potency, µM (titrated, usually from 115 µM), for inactives: at the top dose activity change, negative = inhibition, most hits filed as inhibitors | actives 0.037% (n = 290,000) | AID 2662; active = well fitted inhibition curve with a large enough effect in the polarisation, with a control signal flat, not every such curve was filed as active; inconclusive = small, poorly fitted or top-dose-only effect, or effect the other way, or a change in a side signal; inactive = no such curve, though single readings can be large or run the other way; the % refers to the polarisation; also: potency is read from the fitted curve at half-maximal effect
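Steps: dispense CXXC domain solution (7 uM) → pin compounds or unlabeled HOX-A9 DNA control → 5 min ambient → add FLSN-HOX-A9 solution (50 nM) → spin → 30 min ambient → fluorescence polarization. Tris pH 7.5/NaCl/DTT/BSA buffer.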
GALK inh: galactokinase (human) inhibition. P51570. Purified GALK, Kinase-Glo residual ATP luminescence. Potency, µM (highest dose often 57.5 µM), inactives show top-dose activity change, negative = inhibition, hits mostly inhibitors. actives 0.007% (n = 270,000). AID 1868; also: potency is read from the fitted curve at half-maximal effect; % is scaled to controls: 0 for no effect and ±100 for the full control effect
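Quantitative HTS: GALK 5 nM, ATP 35 uM, galactose 100 uM, 1 h room temperature, then luciferase-based ATP detection.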
MBNL1-CUG inh: MBNL1-poly(CUG) RNA binding inhibition | Q9NR56 | TR-FRET MBNL1-His/biotin-(CUG)12 binding, 665/545 ratio | Potency, µM (top dose mostly 57.5 µM), inactives show top-dose activity change, negative = inhibition, actives largely listed as inhibitors | actives 0.036% (n = 280,000); active = well fitted inhibition curve with a large enough effect in the signal ratio, with a control signal flat, not every such curve was filed as active; inconclusive = small, poorly fitted or top-dose-only effect, or effect the other way, or a change in a side signal; inactive = no such curve, though single readings can be large or run the other way; the % refers to the signal ratio; also: potency is read from the fitted curve at half-maximal effect; % is scaled to controls: 0 for no effect and ±100 for the full control effect
Target sequence (Q9NR56 whole entry, looked up): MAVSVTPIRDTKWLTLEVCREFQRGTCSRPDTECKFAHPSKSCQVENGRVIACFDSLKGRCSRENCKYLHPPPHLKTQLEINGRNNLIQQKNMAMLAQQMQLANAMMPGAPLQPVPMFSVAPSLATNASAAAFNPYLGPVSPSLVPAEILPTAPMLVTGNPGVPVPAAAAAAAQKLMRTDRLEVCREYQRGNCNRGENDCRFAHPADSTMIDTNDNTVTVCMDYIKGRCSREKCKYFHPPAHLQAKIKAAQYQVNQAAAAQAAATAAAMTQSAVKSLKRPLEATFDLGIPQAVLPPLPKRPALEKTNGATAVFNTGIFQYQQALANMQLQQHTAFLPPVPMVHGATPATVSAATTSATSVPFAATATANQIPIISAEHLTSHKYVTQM
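Inhibition of protein-RNA binding appears as loss of TR-FRET between terbium anti-His antibody on MBNL1-His and streptavidin-XL665 on biotin-(CUG)12. Activity is normalized to buffer-only and uninhibited-complex controls.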
Active calls of the source: *; ? = inconclusive; nt = no result given; [ ] = another dose, or the depositor's remark. Unless noted, calls follow the shape of the dose curve; as a rule, active = well fitted curve in the direction sought with a large enough effect; inconclusive = small, poorly fitted or top-dose-only effect, or another doubt; inactive = no such curve, though single readings can be large; an effect the other way counts as inactive or inconclusive. This is a random part of the collection; any-hit rate near 2%.

SMILES | a7 integrin act | KCNH2 3.1 inh | A-T KAP1 phos | S-ASM inh | FBPA coupling cs | hERG WT inh | TRPV1 agonist | MLL CXXC-DNA inh | GALK inh | MBNL1-CUG inh
CCN(CC)c1ccc(NC(=O)c2cccc(C)c2)cc1S(=O)(=O)Nc1ccccc1OC | -9% | -14 | -5% | -1% | -1 | -4 | 6 | 7% | 1% | nt
O=c1[nH]c2ccccc2n2c(-c3ccccc3)nnc12 | 7% | -9 | 0% | 1% | -63* | 18 | 2 | 0% | -4% | 22%
Cc1sc2ncn(C(C)C(=O)OC3CCCCC3)c(=O)c2c1C (configuration not stated) | 24% | 3 | 1% | 0% | -5 | -9 | 5 | 2% | 0% | -3%
Cc1cc(S(=O)(=O)N2CCCOC2CNC(=O)C(=O)NCCc2ccco2)ccc1F (configuration not stated) | 0% | nt | -2% | 2% | nt | 3 | -1 | 3% | -3% | -6%
CCN(CC)S(=O)(=O)c1ccc(N2CCCC2)c(NC(=O)Cc2c(F)cccc2Cl)c1 | ? | -14 | -14% | 1% | nt | -12 | -4 | 16% | 8% | ?
O=C(Nc1ccccc1)ON=C1c2ccccc2-c2ccccc21 | -7% | -13 | -1% | -1% | nt | -18 | 0 | 6% | -1% | 14%
COc1ccc(-n2c(-c3ccc(Cl)cc3)c[n+]3c2CCCCC3)cc1 | 0% | -1 | -2% | 2% | 2 | -13 | 2 | 8% | 6% | -9%
NS(=O)(=O)c1ccc(NC(=O)C2Cc3ccccc3C(=O)O2)cc1 (configuration not stated) | 12% | -6 | -1% | 6% | 0 | 1 | -1 | 3% | -1% | 34%[activator]
O=C(CCc1c[nH]c2ccccc12)Nc1ccc(S(=O)(=O)Nc2ncccn2)cc1 | -66%[inhibitor] | -8 | -4% | 2% | -1 | 4 | -3 | -3% | -3% | 1%
CC1CCN(CC(=O)Nc2cccc([N+](=O)[O-])c2)CC1 | -62%[inhibitor] | 6 | 8% | 0% | 1 | 62 | 1 | 6% | 5% | ?
Nc1ccc(S(=O)(=O)NCC2CCCCO2)cc1 (configuration not stated) | 6% | -25 | nt | 4% | nt | -9 | nt | nt | nt | nt
COC(=O)c1cc(C)sc1NC(=O)C1CC(=O)NN1Cc1ccccc1 (configuration not stated) | -31% | -9 | -9% | -2% | 0 | -8 | 8 | 8% | 2% | -9%
Cc1[nH]c2ccccc2c1/C=C(\C#N)C(=O)NC1CC1 | 15% | 10 | 9% | 0% | -4 | -7 | -4 | 2% | -5% | ?
COc1ccc(CCC(=O)NNC(=O)c2ccc(OC)cc2)cc1 | 29% | 2 | -12% | 3% | 1 | -6 | 0 | -1% | 0% | 5%
Cn1c(CN2CCOCC2)nnc1SCC(=O)Nc1nccs1 | ? | 8 | -6% | -2% | 3 | 1 | nt | 1% | -1% | 5%
OCCN(CCO)Cc1ccc(Br)cc1 | -7% | -8 | 7% | -2% | 1 | 0 | 0 | -1% | 0% | -6%
Cc1cc(C)nc(SCC(=O)N2CCc3ccccc32)n1 | 32% | -4 | nt | 3% | nt | 6 | nt | nt | nt | nt
Cc1ccc(/C=C2/C(=O)N(c3ccccc3)C(=S)N2C)o1 | -24% | -6 | -9% | -10% | -11 | -2 | 8 | 3% | 0% | ?
Cc1nc2sc(C(c3cccc(F)c3)N3CCOCC3)c(O)n2n1 (configuration not stated) | 12% | -5 | -4% | 1% | 5 | -8 | -1 | 2% | -1% | 3%
Cc1c(C(Nc2ccccn2)c2ccccc2)c(=O)n(-c2ccccc2)n1C (configuration not stated) | 0% | -6 | 5% | 0% | 1 | 0 | 3 | 6% | 1% | -11%
O=C(Nc1ccc(NC(=O)c2cc3ccccc3o2)cc1)c1ccc2c(c1)OCCO2 | -1% | -8 | 2% | 6% | 2 | 2 | -2 | 1% | 0% | -3%
Cc1nnc2sc(SCc3ccccc3Cl)nn2c1=O | 19% | 3 | 3% | -4% | 4 | 2 | 13 | 9% | 0% | -3%
COc1ccc(/C=N/Nc2nonc2N)c(OC)c1 | 2% | 1 | 19% | -2% | -3 | 1 | 3 | -4% | 6% | -9%
Cc1nnsc1C(=O)Nc1ccccc1 | 9% | -8 | 9% | 0% | 6 | -7 | 6 | 6% | 0% | -19%
COc1ccc(CNCC(O)COc2ccc(C(C)(C)c3ccccc3)cc2)cc1 (configuration not stated) | -28% | ? | -30% | -10% | -1 | 18 | 14 | 3% | 3% | 0%

By substructure: those above containing a furan ring, fused or not (3)
SMILES | a7 integrin act | KCNH2 3.1 inh | A-T KAP1 phos | S-ASM inh | FBPA coupling cs | hERG WT inh | TRPV1 agonist | MLL CXXC-DNA inh | GALK inh | MBNL1-CUG inh
Cc1cc(S(=O)(=O)N2CCCOC2CNC(=O)C(=O)NCCc2ccco2)ccc1F (configuration not stated) | 0% | nt | -2% | 2% | nt | 3 | -1 | 3% | -3% | -6%
Cc1ccc(/C=C2/C(=O)N(c3ccccc3)C(=S)N2C)o1 | -24% | -6 | -9% | -10% | -11 | -2 | 8 | 3% | 0% | ?
O=C(Nc1ccc(NC(=O)c2cc3ccccc3o2)cc1)c1ccc2c(c1)OCCO2 | -1% | -8 | 2% | 6% | 2 | 2 | -2 | 1% | 0% | -3%

(further entries)
SMILES | a7 integrin act | KCNH2 3.1 inh | A-T KAP1 phos | S-ASM inh | FBPA coupling cs | hERG WT inh | TRPV1 agonist | MLL CXXC-DNA inh | GALK inh | MBNL1-CUG inh
O=C(/C=C/c1cccs1)N1CCC2(CC1)Oc1ccc(Cl)cc1C(=O)C21CC(c2ccccc2)=NO1 (configuration not stated) | -14% | -10 | -45% | -4% | -4 | -8 | 3 | -2% | 0% | -10%
Cn1c2ccc(F)cc2c2nnc(SCCN3CCOCC3)nc21 | -24% | -15 | -6% | -2% | 3 | -7 | 1 | 8% | 1% | ?
O=C(COC(=O)c1ccco1)Nc1ccc2c(c1)OCO2 | -17% | -4 | -2% | 2% | -3 | -11 | 2 | 1% | 4% | -3%
CC12CCC(=O)N1C(C(=O)OCC(=O)Nc1cc(S(=O)(=O)N3CCCCC3)ccc1Cl)CS2 (configuration not stated) | -3% | 5 | 2% | 0% | 3 | 2 | 7 | 4% | nt | ?
CC1=CC(C)C2(COC(=O)Nc3ccccc3)COC(C)C1C2C (configuration not stated) | 1% | -9 | -7% | -6% | -2 | -1 | ? | -6% | 2% | 3%
NCCc1nnc(SCC(=O)c2ccc(Cl)cc2)o1 | 4% | 12 | -23% | -1% | 1 | 2 | 2 | 5% | 6% | 2%
CN(C)[C@@H]1C(=O)C(C(=O)NCN2CCCC2)=C(O)[C@@]2(O)C(=O)C3=C(O)c4c(O)cccc4[C@@](C)(O)C3CC12 (some centres not stated) | nt | nt | -9% | nt | -39* | nt | -2 | 6% | -2% | ?
O=C(O)c1ccccc1NS(=O)(=O)c1cccc2nsnc12 | 0% | -2 | ? | 3% | 3 | 4 | 5 | -1% | 6% | ?
Cc1occc1C(=O)NNC(=O)C(c1ccccc1)c1ccccc1 | 1%[7.66 µM] | 18 | 10% | -2% | -1 | 0 | -13 | -2% | 0% | -10%
CCOc1ccc(NC(=O)C2CC(C)=C(C)CC2C(=O)O)cc1 (configuration not stated) | 23% | 4 | 10% | 0% | 0 | 3 | 2 | 12% | 2% | -2%
Cc1cccc(N2C(=O)CSC2c2cccnc2)c1 (configuration not stated) | 11% | 4 | -1% | 3% | -1 | -26 | 2 | 0% | -3% | -1%
COCCn1nnnc1C(c1ccccn1)N1CCN(c2cc(C)ccc2C)CC1 (configuration not stated) | ? | 0 | 2% | 3% | 0 | -20 | 0 | 14% | -1% | -5%
C/C(=N\Nc1ccc([N+](=O)[O-])cc1)c1cccc(N)c1 | 13% | 4 | -12% | -10% | -24 | -1 | 2 | 1% | 5% | ?
O=C(c1ccc(NS(=O)(=O)/C=C/c2ccccc2)cc1)N1CCCCC1 | -18% | -35 | 4% | 0% | nt | 1 | 1 | nt | nt | nt
CCOc1ccc(NC(=O)CCCn2c(=S)[nH]c3ccsc3c2=O)cc1 | 37% | 2 | 6% | 0% | -1 | 1 | 1 | 2% | -2% | 20%
O=C(O)c1c(-n2cccc2)sc2c1CCCC2 | -4% | 8 | -2%[11.5 µM] | 3% | 1 | 8 | -1 | -9% | -1% | ?
O=C(COC(=O)c1cc(=O)c2ccccc2o1)Nc1c(F)c(F)c(F)c(F)c1F | -1% | -3 | -4% | nt | nt | -3 | -1 | nt | nt | nt
COc1ccc2cc(C(=O)CS(=O)(=O)c3ccccc3)c(=O)oc2c1 | -21% | -23 | -13% | 89%[activator] | nt | -2 | 0 | ? | -8% | ?
O=C(CN1C(=O)C2C3C=CC(C3)C2C1=O)NCC1COc2ccccc2O1 (configuration not stated) | 22% | 7 | -1% | 1% | 0 | -1 | 2 | -1% | 1% | -5%
F[B-](F)(F)c1cnc2ccccc2c1 | -11% | -1 | nt | 0% | nt | -7 | nt | nt | nt | nt
